Screens from PubChem BioAssay.
XiGFP reactiv: reactivates the inactive X chromosome in mouse fibroblasts. activation, % at 7.58 µM. XiGFP mouse fibroblasts, % GFP-positive cells imaging, 3 d; cells co-treated with 5-aza-dC sensitizer; scaled so ellipticine positive control = 100%. hit rate 0.055% among 360,000. AID 743238;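 active = mean normalized replicate activation at least 10% and every replicate at or above 10%; inconclusive = only one of the two criteria met; inactive = mean below 10% and not all replicates reach 10%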;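 note: 0% = median of on-plate neutral control wells and 100% = ellipticine 6 µM median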
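Material: SV40-immortalized XiGFP fibroblast cells, line 68-5-11 | Buffer or medium: DMEM containing 5-aza-dC | Dosing: One concentration, pinned | Times: 3 d treatment, 15 min room-temperature fixation | Controls: Ellipticine 6 µM positive control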
PGC1a acetyl inh: PGC1a acetylation modulation, inhibitor mode; U2OS PGC1a acetylation, AlphaScreen anti-acetyl-lysine; with virally co-expressed GCN5 acetyltransferase; inhibition, % at 15.6 µM; hit rate 0.17% among 350,000; AID 651687;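 active = every replicate shows inhibition of at least 40%; inconclusive = mean inhibition at least 40% but some replicate below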;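 note: 0% = neutral control wells and 100% = positive control wells; some results beyond the cut were filed as inactive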
Cneo AK release: Cryptococcus neoformans lysis via adenylate kinase release; C. neoformans lysis, adenylate kinase release luminescence, 4 h; normalised: neutral wells 0, clomiphene wells 100; lysis activity, % at 15 µM; hit rate 0.2% among 360,000; AID 651654;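 active = mean lysis activity across replicates of at least 80%, whatever share of replicates individually reach that level; inactive = mean lysis activity below 80%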
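Material – log-phase Cryptococcus neoformans yeast cells · Input – 5 × 10^6 yeast cells/mL · Medium – fresh YPD growth medium · Doses – single compound concentration per well · Timing – static 4 h at 37 °C with compound, 1 h detection · Detection – adenylate kinase release luminescence · Read-out – signal increase indicating cell lysis · Control set – Clomiphene as positive lysis control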
SIRT5 block: inhibitors of human sirtuin-5 desuccinylase | inhibition, % at 15 µM | Purified SirT5, succinyl-peptide AMC, trypsin-coupled fluorescence | Q9NXA8 | hit rate 1.1% among 330,000; in the data active = inhibition above about 15%; inconclusive = no clear call, values can overlap the other calls
Target sequence (Q9NXA8 whole entry, looked up): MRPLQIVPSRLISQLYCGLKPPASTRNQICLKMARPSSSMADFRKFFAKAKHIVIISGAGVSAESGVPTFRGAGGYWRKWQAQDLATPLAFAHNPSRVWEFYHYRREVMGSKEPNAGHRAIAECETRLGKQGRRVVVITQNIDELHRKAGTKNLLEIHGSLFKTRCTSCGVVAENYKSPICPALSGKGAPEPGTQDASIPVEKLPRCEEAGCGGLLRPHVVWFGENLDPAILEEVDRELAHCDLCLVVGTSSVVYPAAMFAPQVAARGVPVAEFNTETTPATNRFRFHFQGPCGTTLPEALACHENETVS
C2C12 statin: suppressors of simvastatin-induced myotoxicity in C2C12 myotubes. rescue of ATP level, % at 7.49 µM. AID 602340. hit rate 0.78% among 330,000. ATP luminescence, 48 h; scaled: DMSO 0, geranylgeraniol control 100;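 active = mean ATP rescue above about 67%, or every replicate alone reaching that limit, limit read from the data, passing the limit was not always enough; inconclusive = no clear call, values can overlap the other calls; inactive = mean under the limit and some replicate under it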;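 note: myotubes were challenged with 10 µM simvastatin during compound exposure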
ERAP1 HTS inh: ERAP1 (human) enzyme inhibition; AID 652197; Q9NZ08; recombinant ERAP1, Leu-AMC fluorescence, 60 min; inhibition, % at 10.7 µM; hit rate 0.15% among 340,000;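 active = mean replicate inhibition of at least 30%, or all replicates individually reaching that 30% level; inactive = mean below 30% and not every replicate reaching it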;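 note: 0% = neutral control wells and 100% = L-leucinethiol positive control wells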
LGR2 inh: Drosophila LGR2 receptor signaling inhibition; HEK293 LGR2, CRE-luciferase, bursicon-stimulated, 4 h; AID 720647; inhibition, % at 9.99 µM; hit rate 0.35% among 380,000;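 active = drop in luminescence signal, shown as inhibition above about 50% in the replicate tests, limit read from the data, passing the limit was not always enough; inconclusive = probably only some replicates passing the limit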;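 note: agonist challenge used bursicon conditioned medium at about half maximal strength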
S100A4 MyoIIA: inhibitors of human S100A4 binding to myosin IIA peptide; P26447; S100A4/TAMRA-MyoIIA peptide fluorescence polarization; inhibition, % at 10.7 µM; hit rate 0.14% among 360,000; AID 652163;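 active = mean inhibition of at least 70% across replicates, with every replicate also reaching that level; inconclusive = mean inhibition reaches 70% but some replicates fall short; inactive = mean inhibition below 70%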
Target sequence (P26447 whole entry, looked up): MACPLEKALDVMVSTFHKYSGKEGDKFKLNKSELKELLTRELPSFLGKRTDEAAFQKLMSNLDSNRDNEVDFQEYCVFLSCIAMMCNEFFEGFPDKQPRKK
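incubation = readout 5 min after mixing, signal stable up to 60 min | system = S100A4 monomer protein | buffer or medium = HEPES pH 7.2 with CaCl2, KCl, NaCl, DTT, Triton | benchmarks = neutral control DMSO, positive control TFP | also added = fluorescent myosin IIA peptide, 5 nM | compound dosing = one concentration per compound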
Active calls of the source: *; u = inconclusive; x = no result given; & = joins results of further samples. The list is partial, so the mix of outcomes need not match the whole.

SMILES	XiGFP reactiv	PGC1a acetyl inh	Cneo AK release	SIRT5 block	C2C12 statin	ERAP1 HTS inh	LGR2 inh	S100A4 MyoIIA
C[C@@H]1CN([C@@H](C)CO)C(=O)c2cc(NS(=O)(=O)c3ccc(Cl)cc3)ccc2O[C@H]1CN(C)C(=O)NC1CCCCC1	-1.3	-1	-1	3	33	1	-14	6
COCCC(=O)N1CCC(Oc2ccc(C(=O)NCCn3cccn3)cc2)CC1	0.0	3	-1	-6	x	1	14	0
Cc1ccc(S(=O)(=O)NCc2nc3nc(C)cc(C)n3n2)c(C)c1	0.0	x	-2	5	-20	1	4	3
Cc1ccc(N(Cc2ccccc2)C(=O)Cc2ccc(S(=O)(=O)N3CCOCC3)s2)cc1	-0.1	x	2	-6	38	1	-2	9
CCN1CCC[C@H]1CNC(=O)c1c(O)c(Cl)cc(Cl)c1OC	0.0	x	1	0	-4	-1	3	-12
COCC(=O)Nc1ccc2c(c1)C(=O)N(C)[C@H]1CC[C@H](CC(=O)NCC3CCCCC3)O[C@H]1CO2	0.3	-1	2	1	21	-5	-1	21
COc1ccc(NC(=O)Nc2cccc3c2O[C@H](CN(C)C(=O)NC2CCCCC2)[C@@H](C)CN([C@H](C)CO)C3=O)cc1	-1.0&0.2	-6&-4	-3&0	-5&-2	-25&-1	0&-3	7&-4	-26&-5
CCOC(=O)c1c(NC(=O)c2nn(C)cc2[N+](=O)[O-])sc(C)c1C	0.2	3	0	-3	10	-4	-3	0
C/C=C/c1ccc2c(c1)O[C@H](CN(C)C(=O)Nc1cccc(F)c1)[C@H](C)CN([C@@H](C)CO)S2(=O)=O	-0.9	-11	-10	7	-14	1	-1	-11
COCCNC(=O)C[C@@H]1C[C@H]2c3cc(NC(=O)COC)ccc3O[C@H]2[C@H](CO)O1	0.0	-12	-5	8	-2	1	-9	-7
O=C(Cn1c(=O)oc2cc(S(=O)(=O)N3CCCC3)ccc21)N1CCCC1	0.2	2	-3	-2	-9	-2	0	-12
O=C(N[C@@H]1CC[C@@H](CCNS(=O)(=O)c2ccc(F)cc2)O[C@H]1CO)C1CCOCC1	0.2	17	-4	0	-3	-3	15	-2
CCc1ccc(N/C(=N/c2nc(C)cc(C)n2)NC(C)=O)cc1	0.2	-3	1	-6	-24	-3	-1	-13
C[C@H](CO)N1C[C@H](C)[C@H](CN(C)Cc2ccc(-c3ccccc3)cc2)Oc2ccc(N(C)C)cc2C1=O	-0.6	-4	2	-1	-70	-2	9	-5
O=C(c1ccccc1F)N1CC[C@@H]2[C@H](CO)Nc3ccc(C#Cc4ccccc4)cc3[C@@H]21	0.3	-8	-2	12	15	1	-1	-10
CCCc1cc(=O)oc2cc(OCC(=O)N3C[C@H]4C[C@@H](C3)c3cccc(=O)n3C4)c(Cl)cc12	x	-8	-5	x	-5	9	x	4
COc1ccc(-c2noc(CCC(=O)N3CCN(c4ccc(Cl)cc4)CC3)n2)cc1	0.0	16	3	-3	2	-5	u	-5
O=C(CCc1nc(-c2ccccc2)c(-c2ccccc2)o1)OCc1ccc(Br)cc1	x	-6	0	x	-2	x	27	x
C[C@@H]1CCCCO[C@H](CN(C)Cc2ccc(C(=O)O)cc2)[C@H](C)CN([C@H](C)CO)C(=O)c2cc(NC(=O)Nc3ccc(F)cc3)ccc2O1	0.2	6	51	9	x	-5	-14	12
COC(=O)c1scc(C)c1NC(=O)Nc1ccccc1	x	-1	1	x	10	x	13	x
CCCCOc1ccc(C(C)NC(=O)CCS(=O)(=O)Cc2ccccc2F)cc1 (configuration not stated)	0.0	x	4	2	-1	-1	-9	-2
O=C(COc1ncnc2cc([N+](=O)[O-])ccc12)NCCc1ccc(Cl)cc1	0.3	-1	x	-1	x	-1	12	4
CCCCCC(=O)N1C[C@@H](O)[C@H](n2cc(C3CC3)nn2)C[C@@H]1c1ccc(C)cc1	-0.1	-13	x	x	0	x	-12	-7
CCOc1cccc(C=Nc2cc(C)cc(C)c2O)c1O	x	1	-2	4	8	0	-47	-5
COc1ccccc1-c1n[nH]nc1C1=CC(=O)C[C@H](c2ccc(F)cc2)C1	0.0	-2	-2	-1	9	-2	1	-6

(next part)
SMILES	XiGFP reactiv	PGC1a acetyl inh	Cneo AK release	SIRT5 block	C2C12 statin	ERAP1 HTS inh	LGR2 inh	S100A4 MyoIIA
COc1ccc(CNC(=O)N(C)C[C@H]2OCc3ccccc3-c3c(n(C)c4ccccc34)C(=O)N([C@H](C)CO)C[C@H]2C)cc1	0.2	-6	1	7	-2	-7	2	37
O=C(O)CCC(=O)Nc1ccc2c(c1)Cc1cc(NC(=O)CCC(=O)O)ccc1-2	0.0	-1	-2	8	1	-2	1	2
COc1ccc(-c2ccc3c(c2)[C@H]2[C@H](CCN2S(=O)(=O)c2ccc(OC)cc2)[C@H](CO)N3)cc1	0.0	-6	44	x	-27	x	16	x
O=C(Nc1ccc(-c2ccccc2)cc1)[C@H]1[C@H](CO)[C@H]2Cn3c(cccc3=O)[C@@H]1N2Cc1ccccc1	0.3	x	-3	7	24	-3	-4	-8
O=C(COC(=O)c1ccccc1NCCO)NCc1cccs1	0.4	5	-1	-3	3	-7	4	3
OCC1CCCCN1C(=S)Nc1cccc(Cl)c1 (configuration not stated)	-0.1	-5	-3	-2	x	-6	-11	8
Cc1ccnc(OC(C(=O)O)C(OCc2ccccc2)(c2ccccc2)c2ccc(C(F)(F)F)cc2)n1 (configuration not stated)	-0.2	x	-1	7	20	3	x	1
C[C@@H]1CN([C@@H](C)CO)C(=O)c2cccc(NC(=O)Nc3ccc4c(c3)OCO4)c2O[C@@H]1CN(C)C(=O)NC1CCCCC1	-0.5	0	-1	1	37	-1	-17	-7
CCOc1ccccc1N1CC(C(=O)N(CC)CC(=O)Nc2ccc3c(c2)OCCO3)CC1=O (configuration not stated)	-0.1	8	-3	0	7	0	1	1
C[C@@H]1CCCCO[C@@H](CN(C)S(=O)(=O)c2cccs2)[C@@H](C)CN([C@@H](C)CO)C(=O)c2cc(NS(C)(=O)=O)ccc2O1	0.2	-2	-2	2	10	-4	2	6
C[C@@H]1CCCCO[C@@H](CN(C)S(=O)(=O)c2ccccc2)[C@@H](C)CN([C@H](C)CO)C(=O)c2cc(NC(=O)C3CCCCC3)ccc2O1	0.2	13	0	3	x	4	-12	0
CCOC(=O)N1CCN(C(=O)CN(C2CCCCC2)S(C)(=O)=O)CC1	x	0	-2	13	x	-4	-20	6
COc1ccc(-c2coc3c(C(=O)NC4CCCCC4)cccc23)c(C)c1	0.2	-2	1	-4	-2	2	7	-4
COCC1CCN(C(=O)CCc2nnc(C3(c4ccc(Cl)cc4)CCC3)o2)C1 (configuration not stated)	-0.1	x	2	0	10	-2	-32	5
CCCCS(=O)(=O)N1C2=NC(C(=O)OCC)=C(C(=O)OCC)C3N(Cc4ccc(Br)cc4)c4ccccc4[C@]23C[C@H]1C(=O)OC (some centres not stated)	0.1	x	x	x	x	1	2	0
CCOC(=O)C1=C(C)c2ccccc2OC1(C)C(=O)OCC (configuration not stated)	0.2	9	5	-3	5	x	1	3
CCOC(=O)c1c(C)[nH]c(C(=O)OCC(=O)c2ccc3c(c2)NC(=O)CO3)c1C	0.0	x	0	0	5	-2	-9	-2
N#Cc1cccc(NC(=O)c2cncn2-c2ccccc2)c1	0.0	x	-1	-4	3	-2	-2	-5
C[C@H](CO)N1C[C@H](C)[C@@H](CN(C)C(=O)c2ccccc2F)Oc2ncc(C#C[C@@H](C)O)cc2C1=O	0.6	8	-17	-1	-4	0	2	8
S=C1NC[C@H](c2ccccc2)N1CC1CCCCC1	0.0	11	9	x	-35	x	7	-4
CCOc1ccc(C2c3[nH]c4ccccc4c3CCN2C(=O)Cn2cncn2)cc1 (configuration not stated)	0.2	-11	-15	-1	-6	11	-11	-4
CN(C)S(=O)(=O)c1ccc(C(=O)N2CC(=O)Nc3ccc(F)cc3C2c2ccc(F)cc2)cc1 (configuration not stated)	-0.1	-4	1	0	-5	-1	-2	-1
COC(=O)c1cc2c(s1)CS(=O)C2 (configuration not stated)	x	0	9	x	5	x	-3	x
O=C(CN1C(=O)/C(=C\c2ccco2)SC1=S)Nc1ccc(O)cc1C(=O)O	0.1	51	5	49*	96*	14	5	-42
COc1ccc2c(c1)c(CC(=O)OCC(N)=O)c(C)n2C(=O)c1ccc(Cl)cc1	-0.2	u	-3	-8	-22	-1	5	-6

(list continues)
SMILES	XiGFP reactiv	PGC1a acetyl inh	Cneo AK release	SIRT5 block	C2C12 statin	ERAP1 HTS inh	LGR2 inh	S100A4 MyoIIA
CC(C)CC#Cc1ccc2c(c1)O[C@H](CN(C)C(=O)Nc1ccccc1F)[C@H](C)CN([C@H](C)CO)S2(=O)=O	-1.1	1	-1	18*	17	0	26	-8
CCCC(=O)N1CC2(C1)CN(C(=O)Cc1ccccn1)[C@@H](CO)c1[nH]c3cc(OC)ccc3c12	0.1	0	x	x	x	-13	-5	31
CCc1nnc(NC(=O)c2cc(-c3ccc(C)o3)nc3ccccc23)s1	-0.1	7	-2	3	29	-6	6	-2
Cc1cc(N2CCN(C(c3ccccc3)c3ccc(Cl)cc3)CC2)n2ncnc2n1 (configuration not stated)	-0.1	-22	-1	0	47	-5	32	2
Cc1ccc(S(=O)(=O)Nc2ccc3c(c2)C(=O)N([C@H](C)CO)C[C@H](C)[C@@H](CN(C)C(=O)C2CCCCC2)OCCCC[C@H](C)O3)cc1	0.1	16	3	8	x	1	5	-2
Cc1csc(NC(=O)c2ccco2)c1C(=O)c1ccccc1	1.1	x	x	-2	x	-2	-7	0
C[C@H](CO)N1C[C@H](C)[C@@H](CN(C)C(=O)NC2CCCC2)Oc2cc(-c3cncnc3)ccc2S1(=O)=O	0.0	10	-2	-1	-12	1	-14	-6
Cn1c(=O)c2c(ncn2CC(=O)OCC(=O)c2ccc(OC(F)F)cc2OC(F)F)n(C)c1=O	0.0	5	11	-1	3	-1	7	2
Cc1cc(NC(=O)Cn2c(C)nc3ccccc3c2=O)ccc1Br	x	6	3	x	-2	x	1	x
C[C@@H]1CCCCO[C@H](CN(C)CC2CC2)[C@H](C)CN([C@@H](C)CO)C(=O)c2cc(NC(=O)NC3CCCCC3)ccc2O1	0.5	13	4	3	x	2	-21	6
COC(=O)c1ccc(/C=C/C(=O)OCC(=O)Nc2cc(C)on2)cc1	0.3	1	-1	-4	3	-2	-16	-4
CCOC(=O)c1cn(CC2CC2)c2cc(F)c(F)cc2c1=O	0.1	x	-1	-1	3	-1	x	-8

Compound profiles (already shown). Values in the order: XiGFP reactiv | PGC1a acetyl inh | Cneo AK release | SIRT5 block | C2C12 statin | ERAP1 HTS inh | LGR2 inh | S100A4 MyoIIA
`COC(=O)c1ccc(/C=C/C(=O)OCC(=O)Nc2cc(C)on2)cc1` is listed with 0.3 | 1 | -1 | -4 | 3 | -2 | -16 | -4
`O=C(CN1C(=O)/C(=C\c2ccco2)SC1=S)Nc1ccc(O)cc1C(=O)O` is listed with 0.1 | 51 | 5 | 49* | 96* | 14 | 5 | -42
